Assay outcomes: PubChem BioAssay, several laboratories
Measles CPE: protection of cells from measles virus; 140,000 tested, 1.5% active; Measles virus-infected cells, CPE protection, absorbance; protection (pct of control), % at 4 µM; in the data active = protection mostly above about 24%, no sharp cut-off; inactive = mostly below about 26%; note: some compounds called inactive have numbers as strong as hits
BB579 growth dn: yeast BB579 growth reduction in restrictive medium | S. cerevisiae BB579 growth, OD615, 48 h | inhibition, % at 10 µM | 140,000 tested, 0.51% active | AID 804;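 active = inhibition above a set limit, 3 SD over the mean compound inhibition, cut at about 44% in these data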; note: inactives centre near -24
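Test system: DeaD yeast strain BB579 / Buffer or medium: restrictive glucose-based CSMM-D medium / Doses: single 10 µM dose / Schedule: 4 h cell preincubation, 48 h compound exposure, 30 °C humidified / Technique: culture absorbance at 615 nm / Controls: amphotericin B positive control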
HCT116 PTEN-null: suppresses growth of cells with PTEN deletion. HCT116 PTEN-null viability, CellTiter-Glo, 60 h; hits give low values. viability, % at 10 µM. 140,000 tested, 1.2% active;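 active = viability at or below a set limit, 4 SD under the median of all tested compounds, cut at about 3.7% in these data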;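 note: PTEN knockout HCT116 line with beta catenin targeted HCT116 as companion control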
Phagocytosis inh: blocks phagocytosis by macrophages | J774A.1 macrophage IgG-bead phagocytosis, imaging | inhibition, % at 5 µM | 110,000 tested, 0.07% active | AID 1029;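 active = inhibition above the mean of the plate negative controls plus 5 SD, cut at about 13% in these data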;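 note: phagocytic index as fraction of beads internalized from green versus red external bead signal; plate controls were DMSO negative control for no effect and cytochalasin-D positive control for full effect; some results beyond the cut were filed as inactive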
GALR2 blocker: antagonists of human galanin receptor 2 (GALR2). 140,000 tested, 0.39% active. inhibition, % at 4 µM. O43603. GALR2-expressing cells, antagonist mode; in the data active = inhibition above about 27%;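 note: cells stimulated with galanin 1-16 at roughly its EC80; 0% = agonist challenge control and 100% = basal control without agonist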
Target sequence (O43603 whole entry, looked up): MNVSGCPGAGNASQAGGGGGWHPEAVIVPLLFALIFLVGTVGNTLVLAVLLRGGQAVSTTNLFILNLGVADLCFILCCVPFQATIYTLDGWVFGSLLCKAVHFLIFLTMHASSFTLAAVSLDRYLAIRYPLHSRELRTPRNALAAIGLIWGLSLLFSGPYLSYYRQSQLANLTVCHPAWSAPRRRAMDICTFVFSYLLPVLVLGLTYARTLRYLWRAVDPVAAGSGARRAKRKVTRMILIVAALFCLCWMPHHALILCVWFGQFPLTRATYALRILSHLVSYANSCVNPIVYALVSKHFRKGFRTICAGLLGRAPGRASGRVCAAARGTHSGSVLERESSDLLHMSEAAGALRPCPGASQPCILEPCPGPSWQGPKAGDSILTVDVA
MRP-1 activ: activates MRP-1; H69AR cells + doxorubicin, viability rescue, CellTiter-Glo; viability increase, % at 10 µM; 140,000 tested, 0.61% active; AID 799;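 active = viability gain under doxorubicin at or above a set limit, the compound median plus 3 SD, cut at about 4.7% in these data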;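 note: MRP-1 overexpressing cells given doxorubicin 25 µM after compound pretreatment; 18-22 h compound pretreatment then 72 h with doxorubicin before readout; 0% = doxorubicin-only wells and 100% = vehicle-treated cells without doxorubicin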
NPY Y2 blocker: blocks the human neuropeptide Y Y2 receptor | P49146 | NPY-Y2 expressing cells, antagonist mode | inhibition, % at 2.7 µM | 140,000 tested, 0.99% active | AID 793; in the data active = inhibition above about 17%;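 note: 0% = vehicle with agonist challenge and 100% = reference antagonist with challenge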
Target sequence (P49146 whole entry, looked up): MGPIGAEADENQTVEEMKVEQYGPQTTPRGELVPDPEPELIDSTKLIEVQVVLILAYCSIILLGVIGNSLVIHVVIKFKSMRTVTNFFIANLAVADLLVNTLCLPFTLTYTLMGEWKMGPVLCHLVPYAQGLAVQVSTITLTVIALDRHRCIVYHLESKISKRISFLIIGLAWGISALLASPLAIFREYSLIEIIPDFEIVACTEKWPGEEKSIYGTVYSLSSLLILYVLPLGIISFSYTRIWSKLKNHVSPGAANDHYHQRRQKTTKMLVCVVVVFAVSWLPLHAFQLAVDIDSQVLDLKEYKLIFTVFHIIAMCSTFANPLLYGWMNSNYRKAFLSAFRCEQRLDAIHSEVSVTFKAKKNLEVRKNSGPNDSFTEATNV
E-sel TNF inh: TNF alpha driven E-selectin expression inhibition | HUVEC TNFa-induced E-selectin immunofluorescence, high content | inhibition, % at 2 µM | 120,000 tested, 0.71% active;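 active = inhibition above the batch mean plus 3 SD, and confirmed as a hit on visual image review, cut at about 43% in these data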;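 note: 0% = TNF-stimulated DMSO wells and 100% = unstimulated control wells; not every result past the cut was called active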
bCat KO growth: beta-catenin-lacking colon tumor cell growth suppression | viability, % at 10 µM | HCT116 beta-catenin knockout viability, CellTiter-Glo, 60 h; hits give low values | 140,000 tested, 1.5% active | AID 818;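 active = viability at or under a set limit, the compound median less 4 SD, cut at about 6% in these data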;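 note: 0% = Hyamine 1622 control at 20 µM and 100% = untreated cell control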
Yeast lifespan up: extends the lifespan of yeast; S. cerevisiae growth with nicotinamide, OD615; deaD strain in restrictive glucose medium; inhibition of the nicotinamide effect, % at 10 µM; 130,000 tested, 0.68% active; AID 775;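 active = inhibition above a set limit, placed 3 SD over the median of all compounds, cut at about 26% in these data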;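 note: 0% = nicotinamide-treated wells and 100% = cells grown without nicotinamide; some compounds called inactive have numbers as strong as hits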
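System: DeaD-strain S. cerevisiae / Buffer or medium: CSMM-D, restrictive glucose (dextrose) synthetic minimal medium / Probe or stimulus: nicotinamide, 1.5 mM, co-present with compound / Compound: one concentration, 10 µM, DMSO 0.25% / Incubation: 48 h compound exposure at 30 °C, humidified / Technique: optical density (absorbance) at 615 nm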
* hit, by the source's call; . = no result given.

SMILES	Measles CPE	BB579 growth dn	HCT116 PTEN-null	Phagocytosis inh	GALR2 blocker	MRP-1 activ	NPY Y2 blocker	E-sel TNF inh	bCat KO growth	Yeast lifespan up
Cn1c2c(c(=O)n(C)c1=O)C(c1ccc(Br)cc1)Nc1ccccc1O2 (centres undefined)	2	-58	73	0	-7	-0.2	5	11	87	-8
Cn1c(=O)n(C)c2cc(C(=O)O)ccc21	6	-9	102	-1	0	2.0	1	13	96	-12
COc1cccc(N2CC(=O)N(NC(=O)CSc3nc(C)cc(C)c3C#N)CC2=O)c1	5	-33	101	-5	11	-0.9	2	3	106	2
O=C1C(=O)N(c2cccc(Cl)c2)C(c2ccccc2[N+](=O)[O-])/C1=C(\O)c1ccccc1 (centres undefined)	4	-18	97	.	16	-2.6	2	-77	101	-11
CCCNS(=O)(=O)c1ccc(OCC(=O)N2CCOCC2)cc1	9	-18	100	.	3	-0.6	4	2	94	.
O=C(NC1CCCCC1)c1nc2c(nnn2Cc2ccccc2Cl)c(=O)[nH]1	17	-3	91	.	-24	-3.1	9	-16	95	14
Cn1nc(CC(=O)Nc2ccc(N3CCN(C(=O)OC(C)(C)C)CC3)cc2)c2ccccc2c1=O	6	-30	1.1*	.	17	-5.7	1	10	1.2*	2
O=C(CSc1nc2c(cnn2-c2ccc(F)cc2)c(=O)[nH]1)N1CCOCC1	8	-22	94	-1	7	-3.2	6	.	87	-4
CN(C)S(=O)(=O)c1cccc(NC(=O)COC(=O)c2cc(-c3cccc(Br)c3)nc3ccccc23)c1	22	-15	96	-3	-6	-1.0	0	.	97	9
Cc1noc(C)c1C(=O)N1CCN(CCc2ccccc2)CC1	16	-55	113	5	-7	-0.8	1	-9	102	-5
O=C1CC(c2ccccc2)CC(O)=C1C=NCCN1CCN(C(=O)Nc2ccccc2)CC1 (centres undefined)	22	-52	98	-2	2	0.2	3	.	94	92*
COC(=O)Nc1ncc(CN2CCC(c3ccccc3)CC2)s1	2	-9	85	.	-1	-3.5	2	-22	79	.
CN(C)C(=O)Cn1cnc2c(cnn2-c2ccccc2Cl)c1=O	3	0	103	3	-3	0.1	1	-8	94	-4
O=C(CSc1nccn1-c1cccc(Cl)c1)Nc1ccc2c(c1)OCCO2	11	-19	105	0	14	4.1	3	-13	104	-8
CCC(C)(C(=O)NC1CCCC1)N(Cc1cccs1)C(=O)c1ccc2c(c1)OCO2 (centres undefined)	7	-53	72	-7	-8	-2.5	18*	-8	78	2

The closing 2 records of the part before open the next one.
SMILES	Measles CPE	BB579 growth dn	HCT116 PTEN-null	Phagocytosis inh	GALR2 blocker	MRP-1 activ	NPY Y2 blocker	E-sel TNF inh	bCat KO growth	Yeast lifespan up
O=C(CSc1nccn1-c1cccc(Cl)c1)Nc1ccc2c(c1)OCCO2	11	-19	105	0	14	4.1	3	-13	104	-8
CCC(C)(C(=O)NC1CCCC1)N(Cc1cccs1)C(=O)c1ccc2c(c1)OCO2 (centres undefined)	7	-53	72	-7	-8	-2.5	18*	-8	78	2
N#Cc1c(N)sc(=S)c2c1CCCCC2	7	0	87	0	6	-1.4	0	17	90	-5
Nc1nc(C23CC4CCC(CC(C4)C2)C3)cs1	11	-36	82	-1	-14	0.6	2	2	86	6
O=C(Nc1ccccc1F)NC1CCN(Cc2nnnn2Cc2ccc(F)cc2)CC1	12	-44	105	1	6	-0.1	1	2	107	-1
O=C(NCCc1ccccc1)C1CCN(C(=O)c2sccc2-n2cccc2)CC1	8	-13	92	-1	0	-1.4	0	-4	100	-12
COc1ccc(OC)c(S(=O)(=O)N(C)CC(=O)Nc2ccc3c(c2)OCCO3)c1	14	-34	98	-1	-4	0.7	1	8	100	-5
COC(=O)c1cccc(NC(=O)c2cccc(OC)c2)c1	7	-20	85	-2	-13	-1.2	2	3	79	-18
Cc1ccsc1/C=N\NC(=O)c1ccc2c(c1)OCO2	3	-43	76	.	-2	1.3	5	46	75	-4
CCOC(=O)c1cc2[nH]c3ccccc3c2[n+](-c2ccc([N+](=O)[O-])cc2)c1C	9	-51	55	-9	-5	-2.3	10	6	57	6
Cc1nn(Cc2c(Cl)cccc2Cl)c(C)c1NC(=O)c1cc(C(C)C)on1	52*	-90	30	0	3	1.7	-1	.	64	-3
CCCCN(C(=O)CSc1nncn1-c1ccccc1)c1c(N)n(Cc2ccccc2)c(=O)[nH]c1=O	20	-28	98	-5	-5	-2.1	-2	.	86	-4
N#Cc1nc(Cc2ccccc2)oc1NCCCn1ccnc1	21	-8	91	-2	1	-0.8	3	.	89	-8
CC1Cc2ccccc2N1C(=O)CSc1nnnn1-c1ccc2c(c1)OCCO2 (centres undefined)	8	-11	87	-1	10	0.3	8	-1	85	-5
O=C1CCC([N+](=O)[O-])C(c2cccc(Cl)c2Cl)N1 (centres undefined)	30	-31	94	1	-2	0.1	-1	10	104	1
Cc1cc(NS(=O)(=O)c2ccc(NC(=O)c3ccco3)cc2)no1	12	-12	102	0	3	1.0	1	.	97	-7
O=C(CSc1nnc(-c2ccc(S(=O)(=O)N3CCCC3)cc2)o1)NCc1ccco1	18	-24	103	-1	4	-1.2	2	.	104	-4
CCOC(=O)c1ccc(NC(=O)C2C3CCC(C3)C2C(=O)O)cc1 (centres undefined)	10	-58	109	.	3	0.2	-2	-11	94	-9
O=C(C1CCCCC1)N1CCCn2c1nc1ccccc12	8	-25	95	-1	4	0.6	2	-14	95	8
O=C(NCC1CCCO1)c1sc2cc(Cl)ccc2c1Cl (centres undefined)	12	-8	95	-7	10	1.3	6	.	99	-8
Cn1cnnc1SCc1ccc(C(=O)O)cc1	23	-14	102	-3	1	-1.1	6	.	101	-7
Cc1cc(S(=O)(=O)Nc2ccc(N(C)C)cc2)c(C)s1	7	-102	110	0	-16	-1.1	0	10	98	-12
CS(=O)(=O)N(CC(=O)NC1CCCC1)c1cccc(F)c1	18	-26	80	3	-3	-4.6	-1	1	73	-14
Cc1cc(C)cc(NC(=O)c2snc3c(=O)[nH]cnc23)c1	0	-88	108	0	-6	-0.7	2	-8	102	-15
N#Cc1cc(-c2ccc(Cl)cc2)cnc1Sc1ccc(F)cc1	13	-53	74	.	8	0.7	2	.	64	-2
Cc1cccc(NC(=O)CCC(=O)OCc2ccc(Br)cc2)c1	14	-34	93	-4	-4	-2.0	10	6	88	-6
N#C/C(=C\c1cn(Cc2ccccc2C#N)c2ccccc12)C(=O)NCc1cccs1	17	-12	73	.	-7	-2.1	1	-16	77	-10
CCN(CC(=O)NC)S(=O)(=O)c1ccc(C)cc1	6	-30	94	2	3	-0.6	0	-32	94	0
O=c1[nH]c(CSc2nnc3ccccn23)nc2ccccc12	3	-28	93	.	-4	0.1	6	.	86	4
COc1cc2c(cc1NC(=S)NC(=O)/C=C/c1ccco1)oc1ccccc12	15	-5	41	-4	11	-3.6	1	-46	47	0
O=C(COc1ccc(-c2ccccc2)cc1)N/N=C/c1ccccc1Br	30	-22	86	.	9	-2.0	4	17	85	-12
Cc1ccc(C)c(S(=O)(=O)NCc2ccc(C(=O)N3CCC(Cc4ccccc4)CC3)cc2)c1	4	-28	63	0	-8	-4.8	-1	-19	82	-9
Cc1cc(C(=O)N2CCN(Cc3ccc4c(c3)OCO4)CC2)cs1	11	-1	101	-1	6	-1.8	1	.	94	-14
COc1cc2c(cc1OC)C1=NC(=O)CN1C(SCc1ccccc1)=N2	10	-21	96	0	10	-0.3	4	-39	88	-6
COc1ccc(C2(C(=O)Nc3c(C)n(C)n(-c4ccccc4)c3=O)CCCC2)cc1OC	7	-34	97	.	4	-0.6	1	-12	91	.
COc1ccc(-c2csc(NC(C)=O)n2)cc1OC	11	2	100	1	2	2.2	-1	-15	113	-12
COc1ccc(/C=N/NC(=O)CCCCCNC(=O)c2ccccc2)cc1	23	6	99	-16	5	1.1	0	.	104	-2
Cc1nnc(SCC(=O)Nc2ccc3c4c(cccc24)CC3)n1C	7	-65	97	-2	-5	-1.5	-2	-9	96	-7
O=C1CCc2cc(S(=O)(=O)N3CCN(C(=O)c4ccco4)CC3)ccc2N1	24	-23	99	-1	1	-1.9	-1	.	100	-10
Cc1cc(C)c2c(n1)sc1c(N3CCN(CCO)CC3)ncnc12	5	14	62	2	-16	-4.2	1	2	60	-17
Cc1cc([N+](=O)[O-])cnc1N1CCOCC1	4	-33	110	-3	-11	0.3	4	-8	100	-7
CC(OC(=O)c1ccc2c(=O)n3c(nc2c1)CCCCC3)C(=O)Nc1ncc(Cl)cc1Cl (centres undefined)	13	-46	98	-4	-11	-1.2	11	.	86	7
Cc1n[nH]c(C)c1C(=O)CC1(O)C(=O)N(CCc2ccccc2)c2ccc(Cl)cc21 (centres undefined)	7	-12	74	0	2	-2.2	1	5	72	-8
CC(NC(=O)COc1ccc(Oc2ccccc2)cc1)C(=O)O (centres undefined)	4	-5	100	-1	-4	-1.8	4	6	94	-3
COc1ccc(CCn2nnnc2C(c2ccccc2)N2CCN(C)CC2)cc1OC (centres undefined)	7	-1	90	-1	4	-1.1	6	.	88	-7
c1ccc(SCc2nc(-c3ccncc3)no2)cc1	25	-7	88	2	2	-3.5	0	16	81	-6
CCCCOc1ccc(C2(C(=O)O)CCCC2)cc1	16	-12	104	0	-6	-1.8	6	.	98	8
CCc1nc(N2CCCCC2)c2oc3ccccc3c2n1	13	-39	94	-2	-7	-0.5	14	-3	94	-2
COCCOC(=O)c1[nH]c2c(c1C)C(=O)C(C(=O)OC)C(C)C2 (centres undefined)	2	20	102	0	-2	-1.1	-1	9	102	-5
Clc1ccc(OCc2nc(-c3ccccn3)n[nH]2)cc1	6	2	38	1	9	-5.8	2	13	52	-7
O=C(O)CCC(=O)N1CCc2cc(S(=O)(=O)N(CCc3ccccc3)Cc3ccccc3)ccc21	2	-44	91	-2	5	-0.6	1	13	88	3
O=C1CN(C(=O)c2cc([N+](=O)[O-])ccc2Cl)C(c2ccc(F)cc2)c2cc(F)ccc2N1 (centres undefined)	12	-15	80	-4	4	-2.7	4	26	78	-1
COc1cccc(OC)c1C(=O)NN1CCCCC1	35*	-47	97	-1	3	0.7	1	-10	88	-4
COc1ccccc1NC(=O)N1CCC(C(=O)c2ccc(F)cc2)CC1	5	-9	91	0	-2	0.3	0	0	96	-5
Cc1ccc(C)n1-c1sc2c(c1C(=O)O)CCCC2	9	-48	42	-2	-11	-2.6	2	13	41	16
COc1ccc(Nc2nc(N)nc(COc3ccc(OC)cc3)n2)cc1	13	-19	95	-2	4	-0.6	0	-10	87	-1
Cc1ccc(/C=C/C(=O)NCCCN2CCN(CCCNC(=O)/C=C/c3ccc(C)cc3)CC2)cc1	3	-11	104	.	9	-2.0	2	-10	91	-5
CN(C)c1cc(C(F)(F)F)nc(-c2ccccn2)n1	22	-11	87	0	7	0.0	2	-23	90	-17
CCOC(=O)C1CCCN(CCC(=O)Nc2ccc3c(c2)CCC3)C1 (centres undefined)	12	-8	93	-1	3	-4.4	3	.	87	-1
